esBAF inh = inhibitors of esBAF chromatin remodeling in mouse ES cells; AID 602393; Bmi1-luciferase knock-in reporter, 24 h; 100% = twice the neutral-well signal; reporter increase, % at 12.5 µM; 2% of 350,000 active; in the data active means activation above about 40%;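 further: 0% = median of the plate's neutral control wells and 100% = double that signal; a rise in the Bmi1 reporter signal indicates esBAF inhibition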
RAD54 inh = blocks human RAD54 Holliday junction branch migration. Q92698. FAM/BHQ fluorescence. inhibition, % at 10.4 µM. 0.14% of 360,000 active;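 active means mean normalized replicate activity at least 40 and at least half of replicates scoring 40 or more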;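 further: 0% = median of neutral control wells and 100% = median of positive control wells; inhibitors cause a drop in the FAM fluorescence signal; in these data hits start at about 50%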
Target sequence (Q92698 whole entry, looked up): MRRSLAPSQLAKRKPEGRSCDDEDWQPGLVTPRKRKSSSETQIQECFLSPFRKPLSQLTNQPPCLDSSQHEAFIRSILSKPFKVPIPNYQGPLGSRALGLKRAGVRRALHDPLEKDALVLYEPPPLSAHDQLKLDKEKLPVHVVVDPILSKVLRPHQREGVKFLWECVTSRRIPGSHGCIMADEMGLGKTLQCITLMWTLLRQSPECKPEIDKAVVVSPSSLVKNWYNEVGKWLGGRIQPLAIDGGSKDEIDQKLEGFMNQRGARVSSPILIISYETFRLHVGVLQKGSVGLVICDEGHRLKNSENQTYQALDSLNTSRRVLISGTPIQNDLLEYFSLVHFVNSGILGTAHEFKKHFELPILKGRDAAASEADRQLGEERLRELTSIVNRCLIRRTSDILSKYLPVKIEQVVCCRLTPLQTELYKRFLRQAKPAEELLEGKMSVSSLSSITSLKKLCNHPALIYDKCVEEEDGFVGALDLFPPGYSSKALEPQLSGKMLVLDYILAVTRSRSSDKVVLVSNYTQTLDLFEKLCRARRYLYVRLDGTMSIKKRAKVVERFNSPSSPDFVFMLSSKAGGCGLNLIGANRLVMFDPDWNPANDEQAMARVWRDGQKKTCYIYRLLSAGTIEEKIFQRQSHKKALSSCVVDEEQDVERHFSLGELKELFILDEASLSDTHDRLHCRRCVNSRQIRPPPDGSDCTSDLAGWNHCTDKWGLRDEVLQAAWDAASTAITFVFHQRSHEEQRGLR
E-selectin induc = induces E-selectin expression in human endothelial cells; P16581; HUVEC E-selectin immunofluorescence imaging; normalized: neutral wells 0, TNF-alpha wells 100; activation, % at 7.58 µM; 0.37% of 260,000 active; AID 686992;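 active means mean E-selectin-positive cell signal at least 10% of the positive control, reached in at least 60% of replicates, without over 20% cell loss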;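 further: in these data hits start at about 27%; measured in HUVEC primary endothelial cells; signal is the percent of cells scored E-selectin positive by PE staining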
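System: HUVEC, human umbilical vein endothelial cells; quantity: 3,000 cells/well; buffer or medium: EGM-2 medium, gelatin-coated wells; dosing: single-point compound dose; detection: immunofluorescence imaging; evaluation: % PE-positive cells; benchmarks: TNF-alpha, DMSO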
RAD52 inh = inhibitors of human RAD52 DNA annealing; P43351; recombinant RAD52 DNA annealing, FRET fluorescence; inhibition, % at 18.7 µM; 0.46% of 360,000 active;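 active means every replicate showing at least 50% inhibition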
ERp5 inh = blocks human ERp5 reductase activity on insulin. Q15084. ERp5 insulin aggregation, absorbance 650 nm, 90 min. inhibition, % at 9.99 µM. 0.05% of 350,000 active. AID 651711;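 active means mean replicate inhibition above about 25%, with every replicate also reaching it, limit read from the data, passing the limit was not always enough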
S100A4 inh HTS = S100A4-myosin IIA interaction inhibition; P26447; S100A4/TAMRA-MyoIIA peptide fluorescence polarization; inhibition, % at 10.7 µM; 0.14% of 360,000 active; AID 652163;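 active means mean inhibition of at least 70% across replicates, with every replicate also reaching that level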
Target sequence (P26447 whole entry, looked up): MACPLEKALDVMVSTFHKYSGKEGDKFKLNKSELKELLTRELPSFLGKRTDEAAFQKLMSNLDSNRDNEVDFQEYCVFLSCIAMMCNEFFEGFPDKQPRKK
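assay system = human S100A4 monomer with TAMRA-labelled myosin IIA peptide | also added = labelled myosin peptide probe, 5 nM | incubation = 5 min between mix addition and reading | control set = DMSO and TFP controls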
XiGFP reactiv = activators of X-chromosome reactivation in mouse fibroblasts; XiGFP mouse fibroblasts, % GFP-positive cells imaging, 3 d; cells co-treated with 5-aza-dC sensitizer; scaled so ellipticine positive control = 100%; activation, % at 7.58 µM; 0.055% of 360,000 active;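 active means mean normalized replicate activation at least 10% and every replicate at or above 10%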;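 further: 0% = median of on-plate neutral control wells and 100% = ellipticine 6 µM median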
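System: SV40-immortalized XiGFP fibroblast cells, line 68-5-11 / Incubation: 3-day compound exposure, then 15 min fixation at room temperature / Compound: single concentration per compound, delivered by pin transfer / Buffer or medium: DMEM plus 5-aza-dC sensitizer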
ERAP1 inh = blocks human ERAP1 aminopeptidase activity | Q9NZ08 | recombinant ERAP1, Leu-AMC fluorescence, 60 min | inhibition, % at 10.7 µM | 0.15% of 340,000 active;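 active means mean replicate inhibition of at least 30%, or all replicates individually reaching that 30% level; inactive means mean below 30% and not every replicate reaching it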;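 further: 0% = neutral control wells and 100% = L-leucinethiol positive control wells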
* hit, by the source's call; i = inactive; x = no result given; & = joins results of further samples.

# | SMILES | esBAF inh | RAD54 inh | E-selectin induc | RAD52 inh
1 | Cc1ccc(-c2ccc([C@H]3[C@@H](CO)N4C(=O)CN(C(=O)c5cccnc5)C[C@@H]34)cc2)cc1 | x | x | -0.2 | 3
2 | O=C(COC(=O)c1cnccn1)NC1CCCc2ccccc21 (configuration not stated) | -15 | 13 | x | -7
3 | Cc1ccc(CN(C)C(=O)c2cccc(S(=O)(=O)N3CCCC3)c2)cc1 | 3 | -1 | 0.1 | -2
4 | S=C(NCC1CCCO1)Nc1ccc(Cl)cc1 (configuration not stated) | x | x | -0.2 | 1
5 | COc1ccc(C(=O)c2c(C)c(CCC#N)n3ccccc23)c(OC)c1 | 5 | 7 | -0.1 | -7
6 | CCOC(=O)C1=CCN(S(=O)(=O)c2ccccc2Br)C1c1ccc(C)cc1 (configuration not stated) | -1 | -2 | 0.3 | 5
7 | COc1ccc(CN(C)CC(=O)Nc2ccccc2-c2ccccc2)c(OC)c1 | x | x | -0.7 | -17
8 | CCCCCCCCC(=O)N/N=C(\C)c1ccco1 | x | -4 | x | -7
9 | CCC(=O)N1C[C@H](C)[C@@H](OC)CN(C)C(=O)c2cc(NC(=O)Nc3cccc(F)c3)ccc2OC[C@@H]1C | -2 | 1 | 2.1 | 7
10 | CCC(=O)N(C)C[C@@H]1Oc2cc(-c3cccnc3)ccc2S(=O)(=O)N([C@@H](C)CO)C[C@@H]1C | -1 | 2 | 0.4 | 7
11 | O=C(CS(=O)(=O)c1cn(Cc2ccc(Cl)cc2)c2ccccc12)N1CCCC1 | 8 | -4 | -0.3 | -16
12 | C[C@@H]1CCCCO[C@H](CN(C)C(=O)c2ccncc2)[C@@H](C)CN([C@H](C)CO)C(=O)c2cc(NS(=O)(=O)c3cccs3)ccc2O1 | -11 | -3 | 0.8 | -3
13 | CNC[C@H]1Oc2ccc(NC(=O)Nc3c(C)noc3C)cc2CC(=O)N([C@@H](C)CO)C[C@H]1C | -6 | 2 | 0.1 | 13
14 | Cc1noc(C)c1S(=O)(=O)Nc1ccc2c(c1)C(=O)N([C@@H](C)CO)C[C@@H](C)[C@@H](CN(C)CC1CCCCC1)OCCCC[C@@H](C)O2 | 11&0 | 13&-4 | x | 24&14
15 | COc1cccc(S(=O)(=O)N[C@H]2CC[C@H](CCn3cc(-c4ccccc4)nn3)O[C@H]2CO)c1 | 17 | 5 | -1.7 | -9

# | ERp5 inh | S100A4 inh HTS | XiGFP reactiv | ERAP1 inh
1 | 5 | 2 | 0.1 | 2
2 | 1 | -2 | 0.2 | 1
3 | 3 | 0 | 0.1 | 0
4 | 5 | -6 | -0.1 | 1
5 | 3 | -3 | 0.2 | 1
6 | 4 | 0 | 0.0 | -4
7 | 0 | 4 | 0.5 | 2
8 | 7 | 0 | 0.1 | 5
9 | 3 | -2 | 0.3 | 1
10 | -3 | 14 | -1.2 | 0
11 | 2 | 2 | 0.1 | 4
12 | 1 | 19 | 0.2 | 1
13 | 1 | 4 | -1.3 | 2
14 | -1&0 | 17&1 | 0.0&-1.1 | 1&-1
15 | 1 | -3 | 0.3 | 5

Remaining list, next part.
# | SMILES | esBAF inh | RAD54 inh | E-selectin induc | RAD52 inh
16 | COC1OC(c2ccccc2)=C(c2cnc(N)nc2)c2ccc(F)cc21 (configuration not stated) | x | x | 0.0 | -10
17 | COc1ccc(-c2csc(=Nc3ccccc3)n2CCO)cc1 | x | 2 | x | 4
18 | Cc1ccc(C)c(C(=O)COC(=O)C(C)N2C(=O)C3C4CCC(C4)C3C2=O)c1 (configuration not stated) | 7 | -8 | x | -6
19 | CCOC(=O)CNS(=O)(=O)c1ccc(S(=O)(=O)N2CCCC2)cc1 | x | x | x | 5
20 | COCCN1C[C@@H](CO)O[C@@H](n2cnc3c(NCc4ccncc4)ncnc32)C1 | -6 | -4 | -0.2 | -35
21 | CCCCC1CC2=C(C(=O)OC(C)(C)O2)C(c2ccc(F)cc2)O1 (configuration not stated) | -7 | 2 | 0.3 | 1
22 | COc1ccc(C2(c3ccc(OC)cc3)NC(=O)N(CC(=O)Nc3ccc(OC(F)F)cc3)C2=O)cc1 | -8 | -12 | x | -6
23 | C[C@@H]1CN([C@@H](C)CO)S(=O)(=O)c2ccc(C#Cc3ccc(F)cc3)cc2O[C@@H]1CN(C)S(=O)(=O)c1cn(C)cn1 | 5 | -2 | 0.3 | -3
24 | Cc1cc(OCCCC(=O)NCCc2ccccn2)ccc1Cl | -4 | -10 | x | 10
25 | Cc1ccc(/C(O)=C2\C(=O)C(=O)N(C)C2c2ccccc2[N+](=O)[O-])cc1 (configuration not stated) | 21 | 0 | 0.7 | 0
26 | CC1=CCC2C(=O)N(c3ccc(N4CCOCC4)cc3)C(=O)C2C1 (configuration not stated) | -1 | -12 | -0.1 | -8
27 | Cc1ccc(S(=O)(=O)Nc2cccc3c2O[C@H](CN(C)S(=O)(=O)c2c(C)noc2C)[C@@H](C)CN([C@H](C)CO)C3=O)cc1 | x | x | -0.1 | 10
28 | O=C(O)[C@H]1[C@H](CO)[C@H]2Cn3c(ccc(C4=CCCCC4)c3=O)[C@H]2N1Cc1ccccc1F | -2 | 4 | 0.4 | -12
29 | Cc1ccc(S(=O)(=O)CCC(=O)OCC(=O)Nc2cc(S(=O)(=O)N3CCOCC3)ccc2C)cc1 | x | x | 0.1 | -11
30 | Cc1ccccc1NS(=O)(=O)c1ccc2c(c1)NC(=O)CCS2 | 10 | 0 | x | -5

# | ERp5 inh | S100A4 inh HTS | XiGFP reactiv | ERAP1 inh
16 | 1 | 3 | -0.1 | -1
17 | -3 | -8 | 0.0 | -1
18 | 13 | -5 | 0.2 | 1
19 | 2 | 1 | x | 0
20 | 3 | -3 | -0.1 | 1
21 | 0 | -2 | -0.1 | 3
22 | 2 | -6 | 0.0 | 0
23 | -6 | 2 | -1.1 | 0
24 | 1 | -2 | x | -4
25 | -1 | 3 | 0.0 | -1
26 | 0 | 3 | 0.0 | 1
27 | 4 | 5 | 0.0 | -2
28 | -1 | -7 | 0.5 | -2
29 | 0 | 3 | -0.1 | 3
30 | -9 | -4 | 0.0 | -1

Part of the list above, with values under each structure.
Under each structure – esBAF inh, RAD54 inh, E-selectin induc, RAD52 inh, ERp5 inh, S100A4 inh HTS, XiGFP reactiv, ERAP1 inh
(19) CCOC(=O)CNS(=O)(=O)c1ccc(S(=O)(=O)N2CCCC2)cc1
    x, x, x, 5, 2, 1, x, 0
(20) COCCN1C[C@@H](CO)O[C@@H](n2cnc3c(NCc4ccncc4)ncnc32)C1
    -6, -4, -0.2, -35, 3, -3, -0.1, 1
(21) CCCCC1CC2=C(C(=O)OC(C)(C)O2)C(c2ccc(F)cc2)O1 (configuration not stated)
    -7, 2, 0.3, 1, 0, -2, -0.1, 3

(list continues)
# | SMILES | esBAF inh | RAD54 inh | E-selectin induc | RAD52 inh
31 | CCOC(=O)N1CCN(C(=O)/C(=C/c2ccc(OC)c(OC)c2)NC(=O)c2ccccc2)CC1 | x | x | x | -6
32 | COc1ccccc1-c1noc(CSc2nc(C)cc(=O)[nH]2)n1 | -5 | -3 | x | -14
33 | O=C(Nc1ccccc1F)Nc1ccccc1OC(F)F | x | x | 0.1 | -5
34 | O=C1CSc2ccc(S(=O)(=O)NCc3ccccc3Cl)cc2N1 | -7 | -4 | x | -10
35 | COc1ccc(S(=O)(=O)N(C)C[C@@H]2Oc3c(NS(=O)(=O)c4cn(C)cn4)cccc3C(=O)N([C@@H](C)CO)C[C@H]2C)cc1 | 1 | -2 | 0.0 | -8
36 | CC(C)C(=O)Nc1cccc(NC(=O)c2ccc([N+](=O)[O-])cc2Cl)c1 | -2 | -14 | 0.3 | -14
37 | CCCc1cc(-c2nc(N)ncc2-c2csc(C)n2)c(O)cc1OC | x | x | x | -16
38 | C[C@@H]1CN([C@H](C)CO)C(=O)c2cc(NC(=O)C3CC3)ccc2O[C@H]1CN(C)Cc1ccc(C(F)(F)F)cc1 | 0 | -4 | 0.4 | -3
39 | Cc1noc(C)c1NC(=O)N(C)C[C@H]1OCCCC[C@@H](C)Oc2ccc(NS(=O)(=O)c3ccc(F)cc3)cc2C(=O)N([C@H](C)CO)C[C@@H]1C | -1 | 2 | -0.1 | 22
40 | Cc1ccc2c(c1)N(Cc1ccccc1)C(=O)C(C)S2 (configuration not stated) | 0 | 7 | 0.0 | 1
41 | C[C@@H]1CCCCO[C@@H](CN(C)Cc2ccc3c(c2)OCO3)[C@H](C)CN([C@@H](C)CO)C(=O)c2cc(NC(=O)Nc3ccc(F)cc3)ccc2O1 | -5 | -1 | -0.1 | -9
42 | COc1cc(/C=N\Nc2nncn2N)ccc1OC(C)=O | 0 | -10 | 0.2 | 2
43 | COCC(=O)N(C)C[C@@H]1Oc2cc(-c3ccc(F)cc3)ccc2S(=O)(=O)N([C@@H](C)CO)C[C@@H]1C | 2 | -10 | 0.8 | -9
44 | COCC(=O)N1CCC2(CC1)CN(C(=O)CN1CCOCC1)[C@H](CO)c1c2c2ccc(OC)cc2n1C | x | x | 0.8 | 8
45 | CC(C)NC(=O)N(C)C[C@H]1Oc2ccc(NC(=O)Nc3ccc(C(F)(F)F)cc3)cc2CC(=O)N([C@@H](C)CO)C[C@H]1C | -1 | -3 | 2.0 | -8
46 | COCCOC(=O)c1c(C)oc2ccc(NS(=O)(=O)c3ccccc3)cc12 | 6 | -3 | x | -20
47 | CCOC(=O)/C(C#N)=C/c1cc2ccccc2nc1N1CCCCC1 | x | x | 0.4 | i

# | ERp5 inh | S100A4 inh HTS | XiGFP reactiv | ERAP1 inh
31 | 1 | -1 | 0.2 | -2
32 | 7 | 1 | 0.0 | 10
33 | -6 | 4 | -0.1 | 1
34 | 4 | 10 | 0.0 | -2
35 | 0 | 5 | -0.3 | 1
36 | 7 | -5 | 0.0 | -1
37 | 2 | -1 | 0.0 | -3
38 | 3 | -1 | -0.5 | 0
39 | -1 | -47 | 0.1 | -1
40 | -7 | -2 | 0.0 | -4
41 | 1 | 4 | -0.1 | 2
42 | 3 | 0 | 0.0 | -1
43 | 19 | 14 | -0.6 | 2
44 | 4 | -39 | 0.3 | -1
45 | 8 | -1 | -1.3 | 5
46 | 2 | 5 | x | -3
47 | 3 | 1 | 0.1 | 4

Record cards, as listed above. Order of screens: esBAF inh | RAD54 inh | E-selectin induc | RAD52 inh | ERp5 inh | S100A4 inh HTS | XiGFP reactiv | ERAP1 inh
`O=C1CSc2ccc(S(=O)(=O)NCc3ccccc3Cl)cc2N1` in the list: -7 | -4 | x | -10 | 4 | 10 | 0.0 | -2
`CC(C)NC(=O)N(C)C[C@H]1Oc2ccc(NC(=O)Nc3ccc(C(F)(F)F)cc3)cc2CC(=O)N([C@@H](C)CO)C[C@H]1C` in the list: -1 | -3 | 2.0 | -8 | 8 | -1 | -1.3 | 5
`CC(C)C(=O)Nc1cccc(NC(=O)c2ccc([N+](=O)[O-])cc2Cl)c1` in the list: -2 | -14 | 0.3 | -14 | 7 | -5 | 0.0 | -1
`O=C(Nc1ccccc1F)Nc1ccccc1OC(F)F` in the list: x | x | 0.1 | -5 | -6 | 4 | -0.1 | 1

Compound activity deposited in PubChem by Broad Institute.
